# Lipid droplet – modulators of hepatic lipid droplet formation; AML12 mouse hepatocytes, oleate lipid droplets, BODIPY imaging; inhibition, % at 6.5 µM; 0.4% of 240,000 active; AID 1656;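 active means lipid droplet intensity inhibited by at least 50%, with more than 500 cells counted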
#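 Test system: AML12 hepatocytes (mouse); reagent: oleate loading, 100 µM; dosing: one dose, 6.5 µM compound; incubation: overnight exposure; signal: fluorescence imaging, 20x objective, two fields per well; read-out basis: % inhibition of corrected integrated BODIPY droplet signal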
# Autophagy mod – modulators of autophagy | MEF GFP-LC3 puncta imaging; test concentration mostly 10 µM | 0.98% of 190,000 active | AID 463193 | calls only at 10 µM (by protocol);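 active means percentage of spot-positive cells more than 3 SD above its plate mean, without a fluorescence outlier flag or 80% toxicity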;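 further: spot-positive cell cutoff set from DMSO-treated cells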
# WT yeast gro inh – growth inhibition of WT yeast, mitochondrial fusion screen. mitochondrial fusion phenotypic screen, WT strain. inhibition, % at 10 µM. 2.1% of 190,000 active. AID 1362; in the data active means inhibition above about 58%; tested in S. cerevisiae
# ER stress rescue – rescue of cells from ER stress-induced death, primary screen, 384-well, CSM14.1, thapsigargin, ATP luminescence (AID 1222). CSM14.1 thapsigargin-induced death rescue, ATP luminescence; higher % means a stronger effect. one-dose cellular ATP content (survival), % at 20 µM; EC50 in µM for titrated hits. 190,000 tested, under 10 active;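 active means EC50 below 50 µM in the dose-response confirmation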;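 further: death triggered by thapsigargin at about 15 µM added after 2 h compound pretreatment; cell ATP read after overnight thapsigargin exposure of roughly 18 to 22 hours; normalized against plate controls of thapsigargin alone and 5% DMSO vehicle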
# Ins promoter up – MIN6 insulin promoter up-regulation | 0.3% of 190,000 active | z-score at 5 µM | MIN6 insulin promoter-GFP reporter, high-content imaging; active compounds read high;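 active means z-score above 3 at 5 µM with at least 500 cells counted in the well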
# Dynein cargo inh – dynein cargo transport inhibition. 3617.4 mouse cells, GR-EGFP nuclear translocation imaging; test concentration mostly 20 µM; stimulated with dexamethasone, 1 µM; active compounds read low. z-score, hits read low. 0.47% of 220,000 active;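 active means plate z-score of nuclear minus cytoplasmic receptor signal below a set negative limit, without overly bright fluorescence or cell loss, cut at about -3.5 in these data, passing the limit was not always enough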;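 further: z-score of nuclear minus cytoplasmic ring GR-EGFP intensity difference per well; some compounds called inactive have numbers as strong as hits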
#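 Medium: Induction medium lacking tetracycline, stripped serum | Probe or stimulus: 1.0 µM final dexamethasone stimulus | Schedule: 48 h induction, then 1 h compound, then 30 min agonist, 37 °C | Signal: Automated 10x imaging of fixed Hoechst-stained cells | Evaluation: Per-cell GR-EGFP intensity, nucleus versus surrounding cytoplasmic ring, well-averaged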
# MT stabilizer – microtubule stabilizers in HeLa cells; 0.83% of 200,000 active; % tubulin-high responders, % at 10 µM; HeLa tubulin immunostaining HCS, 24 h; share of cells brighter than vehicle mean+2SD; AID 2205;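 active means plate Z-score above 3 for both tubulin-high and condensed-nucleus cell shares, with cell loss under 80%, at 10 µM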;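 further: anti alpha tubulin signal scored within the nucleus-defined area of each cell; some results filed as inactive read as strong as hits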
# XIAP antagonists – XIAP antagonists, biochemical, IAP family, fluorescence polarization (AID 1018); XIAP BIR domain, fluorescence polarization peptide displacement; higher % means a stronger effect; displacement, % at 20 µM; hits with a dose series show IC50 in µM; 0.007% of 200,000 active; in the data active means displacement above about 50%; further: a part of the inactive calls stands beside numbers as strong as those of hits
# b-catenin transl – modulators of beta-catenin nuclear translocation; HeLa beta-catenin nuclear translocation, immunofluorescence imaging; nuclear translocation activity, % at 5 µM; 0.3% of 190,000 active; AID 1665;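 active means nuclear translocation activity above 50% at 5 µM, with a well cell count of 50 or more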;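 further: per-cell ratio of nuclear to cytoplasmic median beta-catenin stain intensity; plate controls were DMSO negative control for no effect and GSK-3 inhibitor IX positive control for full effect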
#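 Test system: human HeLa cell line; Doses: 5 µM primary, 0.02–20 µM confirmation; Incubation: 24 h compound exposure, 37°C; Detection: beta-catenin immunofluorescence imaging with DAPI; Read-out: beta-catenin nuclear/cytoplasmic ratio, % activation.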
# WT yeast gro inh mutant strain – second read-out of WT yeast gro inh, no call of its own (marks repeat the call); inhibition, %; mitochondrial fusion phenotypic screen, mutant strain inhibition
# Dynein cargo inh cytoplasmic EGFP – further read-out of Dynein cargo inh, marked with its call; z-score; measured here: cytoplasmic GR-EGFP intensity; active compounds read high
# Dynein cargo inh nuclear GR-EGFP – also measured in Dynein cargo inh; calls as there; z-score; measured here: nuclear GR-EGFP intensity;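 lower value marks the stronger effect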
# Dynein cargo inh cell count – also measured in Dynein cargo inh; calls as there; z-score; measured here: cell count per field
# Ins promoter up cell count – second read-out of Ins promoter up, no call of its own (marks repeat the call); cell count; measured here: cytotoxicity, nuclei count;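 total cells summed across four imaged fields per well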
# Lipid droplet cells 6.5 µM – recorded beside Lipid droplet, whose call it bears; cell count; measured here: cell count, cytotoxicity flag;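 cells counted across two imaged fields per well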
# b-catenin transl cell count 5 µM – second read-out of b-catenin transl, no call of its own (marks repeat the call); cell count; measured here: cell count, cytotoxicity flag
# MT stabilizer Hoechst-high % – further read-out of MT stabilizer, marked with its call; % Hoechst-high responders; measured here: nuclear condensation Hoechst responders;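 share of cells brighter than vehicle mean plus two SD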
# MT stabilizer cytotoxicity % – further read-out of MT stabilizer, marked with its call; toxicity, %; measured here: cytotoxicity by cell density;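 0% = mean cell density of plate MIN control wells and 100% = no cells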
# Autophagy mod cell loss 18 h – also measured in Autophagy mod; calls as there; toxicity, %; measured here: cell loss, nuclei count;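 cell loss after 18 h compound exposure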
# * hit, by the source's call; i = inactive; . = not tested or not shown.
SMILES,Lipid droplet,Lipid droplet cells 6.5 µM,Autophagy mod,Autophagy mod cell loss 18 h,WT yeast gro inh,WT yeast gro inh mutant strain,ER stress rescue,Ins promoter up,Ins promoter up cell count,Dynein cargo inh,Dynein cargo inh cytoplasmic EGFP,Dynein cargo inh nuclear GR-EGFP,Dynein cargo inh cell count,MT stabilizer,MT stabilizer Hoechst-high %,MT stabilizer cytotoxicity %,XIAP antagonists,b-catenin transl,b-catenin transl cell count 5 µM
COc1cc(OC)cc(C(=O)NC2CCN(Cc3nnnn3Cc3ccc(F)cc3)CC2)c1,0,711,i,15,8,9,0.0%,-0.06,1321,0.98,-0.28,1.1,-0.72,0.8,0.6,2.5,-1.8%,-1.1,929
Cn1cnnc1SCC(=O)N(Cc1ccc2c(c1)OCO2)C1(C(=O)NC2CCCCC2)CCCC1,.,.,i,18,-10,-22,-1.3%,-0.93,1001,1.1,-0.18,1,-0.001,3.3,1.4,2.4,-6.4%,1.2,1145
CCOc1cc(S(=O)(=O)NC2CCCCCC2)ccc1F,-9,689,i,10,9,-25,-3.0%,-0.78,1101,1.7,0.087,1.3,-3,4.0,1.6,0.7,-2.3%,.,.
O=C1c2ccccc2N2C(=O)c3ccccc3[C@H]2N1c1ccccc1,-10,737,i,30,17,17,0.7%,-0.63,997,-0.42,-0.27,-0.07,-0.11,2.1,2.4,1.0,-2.8%,.,.
CC(C)(C)c1nnc(NC(=O)c2ccc(Cl)nc2)s1,-5,690,i,30,-5,16,2.8%,0.81,1433,1.6,-0.27,0.71,-0.6,4.6,1.8,2.6,-0.6%,-3.0,1005
COc1ccc(NC(=O)CSc2nc(NS(=O)(=O)c3ccccc3)cc(=O)[nH]2)cc1,3,720,i,18,-13,4,-0.1%,-0.46,1233,-1.3,-0.36,-0.34,0.49,2.1,1.8,5.9,-5.1%,-7.5,1223
O=C(Nc1ccc(C(=O)N2CCOCC2)cc1)c1cnn2c(C(F)F)cc(-c3ccccc3)nc12,-4,707,i,-8,-6,5,5.3%,.,.,-0.47,-0.3,-0.19,1.3,2.9,3.1,8.4,-11%,0.2,1016
O=C(O)/C=C/C(=O)Nc1ccc(Cc2ccc(NC(=O)/C=C/C(=O)O)cc2)cc1,11,621,.,.,.,.,.,-0.16,1037,-0.57,-0.22,0.13,-0.23,.,.,.,.,-1.3,1286
NS(=O)(=O)c1ccc(-n2cccc2C=O)cc1,-4,669,i,-16,-6,7,-0.7%,1.3,1371,1.6,-0.18,1.1,-1.7,7.5,2.1,11,-8.5%,-4.5,1215
Cc1cc2c(cc1C)-c1nnnn1C(C)(C)C2,-5,654,i,1,0,19,.,0.52,1121,-0.28,-0.21,0.17,2.2,4.9,4.9,97,-4.8%,0.2,1022
CCC(=O)Nc1ccc(-c2csc(NNC(C)=O)n2)cc1,-4,616,i,19,3,14,-2.8%,.,.,-0.075,-0.27,-0.27,1.2,5.4,1.1,11,-7.4%,-0.6,977
COc1ccc2nc(Nc3sc4c(c3C(N)=O)CCCC4)sc2c1,-24,488,i,29,9,18,-2.8%,2.1,1504,-1.1,-0.082,-0.54,0.49,4.1,2.9,0.2,-11%,2.5,1041
COc1ccc(Cl)cc1NS(=O)(=O)c1ccc(OC)c(OC)c1,6,764,i,-4,4,-10,-1.0%,0.24,1055,-0.57,-0.12,-0.51,-0.18,2.8,2.7,7.4,-6.4%,2.7,1037
Cc1cccc(C(=O)Nc2ccccc2SCC2CSc3nc4ccccc4c(=O)n32)c1 (stereo not drawn),1,681,i,21,15,16,-1.1%,0.33,1632,0.66,-0.14,0.62,0.64,1.4,1.1,6.5,-4.9%,-1.1,1083
Cc1c(C(=O)NCC2CCCO2)oc2ccc(S(=O)(=O)N3CC(C)CC(C)C3)cc12 (stereo not drawn),.,.,.,.,10,-7,5.7%,0.53,891,0.36,-0.19,0.2,-0.021,2.1,3.3,12,-3.4%,0.0,1154
Cc1ccccc1C(=O)Nc1cccc(-c2cn3ccccc3n2)c1,-1,661,i,6,-1,-3,0.3%,-0.36,1377,0.049,-0.26,0.48,0.18,3.9,3.1,5.7,1.6%,0.9,1490
COc1cccc(C2C(C(N)=O)=C(C)Nc3nc(-c4ccccc4Cl)nn32)c1 (stereo not drawn),-3,661,i,23,8,8,-3.0%,0.44,1815,-0.73,-0.19,-0.052,0.19,3.9,2.9,4.6,-12%,2.5,1019
CCOc1ccccc1-n1c(CN2CCN(C(=O)c3ccco3)CC2)nc2ccccc2c1=O,0,763,i,2,70*,8.4*,-0.5%,0.42,1046,-0.17,-0.24,-0.45,-0.061,4.3,2.2,4.1,-3.4%,0.6,776
COc1cc(CN(CCc2c(C)[nH]c3ccc(C)cc23)C(=S)NC(C)(C)C)cc(OC)c1OC,-2,755,i,0,19,-15,-2.0%,-0.33,1166,-0.76,-0.28,0.52,0.39,2.0,3.2,9.2,-9.6%,-3.6,543
Cn1c(=O)oc2cc(S(=O)(=O)N3CCCC3)ccc21,.,.,i,4,-4,4,-1.1%,1.4,908,0.09,-0.22,0.27,0.3,7.9,2.4,8.3,-4.6%,-2.8,1150
COc1ccccc1N1CCN(CC(=O)c2c(C)[nH]c3cc(C)ccc23)CC1,.,.,i,-21,-5,-3,-1.1%,-0.7,904,-0.22,-0.2,0.05,0.33,2.5,2.1,12,-6.5%,-1.6,1177
COC(=O)CCCCCN1C(=O)NC(c2ccccc2)C(C(=O)OCc2ccccc2)=C1C (stereo not drawn),3,760,i,33,30,-12,-4.4%,-0.41,807,0.52,-0.27,0.56,0.065,2.1,2.7,9.1,-3.4%,-2.3,513
COc1ccc(S(=O)(=O)N(CC(=O)NC2CC2)C2CCCCC2)cc1Cl,-2,761,i,5,7,4,-0.4%,0.94,1217,-0.47,-0.15,-0.055,0.056,6.2,2.0,7.1,-9.1%,0.1,999
O=C(Nc1nc2ccccc2[nH]1)C1CCCO1 (stereo not drawn),.,.,i,-7,0,16,-0.6%,0,1188,-0.17,-0.16,0.23,-0.23,2.9,3.0,11,-3.7%,0.0,1131
CCc1nnc(NC(=O)c2ccc(S(=O)(=O)N3CCc4ccccc4C3)cc2)s1,-3,531,i,-4,-2,-23,-0.2%,0.11,1429,-0.043,-0.32,-0.2,0.31,3.4,3.4,4.0,0.3%,-3.4,1077
COc1cccc(NC(=O)CSc2nc3n[nH]c(C)c3c(=N)n2-c2cccc(OC)c2)c1,.,.,i,14,-9,-11,0.2%,-0.88,1416,1.6,-0.22,1.8,-1.4,2.0,1.9,10,-6.6%,-0.9,1207
O=C(Nc1ccc2c(c1)OCCO2)c1ccncc1,-8,742,i,6,-14,-10,-0.6%,0.96,1245,-0.094,-0.2,0.041,0.58,2.2,2.1,6.1,-0.9%,-2.8,1105
CC(C)CN1C(=O)/C(=C/c2ccco2)NC1=S,1,730,i,-3,-7,-10,-0.6%,-0.44,1339,0.057,0.66,-0.26,-0.71,5.5,5.9,5.0,-3.6%,-1.1,494
COCCCNC(=O)CN1CCN(Cc2ccc(Cl)cc2)C1=O,.,.,i,-35,1,-6,0.6%,-0.48,962,1.3,-0.18,0.81,-0.66,2.4,2.9,6.5,-1.0%,.,.
COc1ccc(CCNC(=O)c2ccc3c(c2)OCCO3)cc1,1,689,i,-2,0,-12,-1.6%,-0.11,1308,-1.1,1.5,-0.24,0.63,5.6,1.9,5.7,-4.2%,-4.7,1127
CCCNc1c(N)n(-c2ccccc2)c(=O)[nH]c1=O,13,821,i,-1,13,26,-1.2%,.,.,-1.2,-0.096,-0.42,1.1,2.6,1.5,3.4,-8.9%,.,.
O=C(CN(C(=O)CCC(=O)Nc1nccs1)c1ccc(F)cc1)NCc1ccco1,.,.,i,-16,-8,-8,1.0%,-0.14,1246,-0.41,-0.23,-0.092,0.66,2.5,2.2,9.6,-3.1%,-5.0,1005
COc1cc(NC(=O)CN2CCCCC2C)c(C)cc1[N+](=O)[O-] (stereo not drawn),4,647,i,-21,-5,9,-2.8%,-0.39,1393,-1,0.091,-0.8,0.66,1.1,2.3,7.2,-8.9%,.,.
CC(C)c1ccc(NS(=O)(=O)c2cn(C)c(=O)n(C)c2=O)cc1,-4,650,i,12,-81,-56,-0.2%,0.69,1945,-1,-0.26,-0.58,0.61,5.0,1.5,4.3,-5.5%,-1.0,1119

# In the list so far, these contain a tert-butyl group.
SMILES,Lipid droplet,Lipid droplet cells 6.5 µM,Autophagy mod,Autophagy mod cell loss 18 h,WT yeast gro inh,WT yeast gro inh mutant strain,ER stress rescue,Ins promoter up,Ins promoter up cell count,Dynein cargo inh,Dynein cargo inh cytoplasmic EGFP,Dynein cargo inh nuclear GR-EGFP,Dynein cargo inh cell count,MT stabilizer,MT stabilizer Hoechst-high %,MT stabilizer cytotoxicity %,XIAP antagonists,b-catenin transl,b-catenin transl cell count 5 µM
CC(C)(C)c1nnc(NC(=O)c2ccc(Cl)nc2)s1,-5,690,i,30,-5,16,2.8%,0.81,1433,1.6,-0.27,0.71,-0.6,4.6,1.8,2.6,-0.6%,-3.0,1005
COc1cc(CN(CCc2c(C)[nH]c3ccc(C)cc23)C(=S)NC(C)(C)C)cc(OC)c1OC,-2,755,i,0,19,-15,-2.0%,-0.33,1166,-0.76,-0.28,0.52,0.39,2.0,3.2,9.2,-9.6%,-3.6,543

# High-throughput results as filed in PubChem.
